MITF act = activators of MITF-driven TRPM1 promoter activity in SK-MEL-5 cells. SK-MEL-5 TRPM1-promoter luciferase, 24 h; % of positive control, neutral wells = 0. activation, % at 12.5 µM. hit rate 0.75% among 300,000. AID 588334;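 active = mean activation of at least 80% with every replicate also reaching 80%; inconclusive = mean reaches 80% but some replicate falls short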;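 also: 0% = neutral control wells and 100% = parthenolide positive control wells; values of inactives mirror those of a sister screen read the other way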
V-ATPase pH = alters yeast V-ATPase proton transport; S. cerevisiae, pHLuorin cytosolic pH fluorescence; response, % at 10 µM; hit rate 0.37% among 350,000; AID 504577; in the data active = response mostly above about 7.3%, no sharp cut-off; inactive = mostly below about 5.4%; also: actives read high; inactives centre near 0; some compounds called inactive have numbers as strong as hits; reference of the scale not given here
Tat transport = blocks Tat-dependent protein export in E. coli. inhibition, % at 10 µM. hit rate 0.036% among 340,000. E. coli MC4100 TorA-mCherry Tat export, fluorescence. AID 488895;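 active = mean replicate inhibition at least 50% and at least half of replicates individually reaching 50%; inconclusive = only one of the two criteria met; inactive = neither criterion met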;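 also: exported cargo escapes ClpAP degradation while cytoplasmic cargo is degraded and loses fluorescence; 0% = median of neutral control wells and 100% = median of NaSCN control wells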
Wnt bcat act = activators of Wnt/beta-catenin signaling; activation, % at 9.35 µM; Wnt/beta-catenin reporter cell assay, activator, plate reader; hit rate 1.2% among 300,000; in the data active = activation above about 30%, passing the limit was not always enough; inconclusive = no clear call, values can overlap the other calls;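 also: 0% = neutral control wells and 100% = positive control wells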
dFosB act = mouse delta FosB homodimer activation; purified delta FosB, TAMRA-CDK5 oligo fluorescence polarization; percent of positive-control signal above neutral wells; hit rate 0.99% among 340,000; AID 493131; P13346; activation, % at 25 µM;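 active = mean activation above about 17%, with every replicate also reaching it, limit read from the data, passing the limit was not always enough; inconclusive = only one of the two conditions met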;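 also: fluorescence polarization rise as delta FosB binds a TAMRA Cdk5 AP-1 oligo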
Target sequence (P13346 whole entry, looked up): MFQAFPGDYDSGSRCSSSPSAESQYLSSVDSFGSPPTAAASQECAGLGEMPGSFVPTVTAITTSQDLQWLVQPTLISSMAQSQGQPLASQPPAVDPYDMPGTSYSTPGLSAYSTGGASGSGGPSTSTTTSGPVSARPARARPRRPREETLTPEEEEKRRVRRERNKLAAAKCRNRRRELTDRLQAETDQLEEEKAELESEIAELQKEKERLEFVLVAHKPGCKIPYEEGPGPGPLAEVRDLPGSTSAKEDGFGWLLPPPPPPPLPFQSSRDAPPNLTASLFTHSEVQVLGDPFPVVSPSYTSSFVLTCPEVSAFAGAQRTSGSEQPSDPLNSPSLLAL
CAL PDZ FP-1 = blocks peptide binding to the human CAL PDZ domain; Q9HD26; purified CAL PDZ, TMR-peptide fluorescence polarization, 1 h; inhibition, % at 24.9 µM; hit rate 0.92% among 300,000; AID 602252;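 active = mean inhibition of at least 30% with at least half of replicates also reaching 30%; inconclusive = no clear call, values can overlap the other calls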;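 also: 0% = DMSO neutral control and 100% = excess unlabeled competitor peptide PRC23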
CDK5 p35 inh = inhibitors of human CDK5/p35 kinase | Q00535+Q15078 | Recombinant CDK5/p35, ADP-Glo luminescence, 60 min | inhibition, % at 10 µM | hit rate 0.01% among 330,000 | AID 488839;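 active = highest replicate inhibition of at least 50% and at least 75% of replicates reaching 50%; inconclusive = only one of the two criteria met; inactive = both criteria failed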;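 also: plate controls were DMSO neutral control for no effect and GW8510 at 10 µM for full effect; many of its hits are not listed in these tables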
Rtt109 Vps75 = inhibitors of Candida albicans Rtt109/Vps75 histone acetyltransferase; Q5AAJ8; purified Rtt109/Vps75, ThioGlo CoA-SH fluorescence, 4 h; inhibition, % at 34.9 µM; hit rate 0.16% among 330,000;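 active = inhibition of at least 50% in every replicate; inconclusive = best replicate reaches 50% inhibition but some replicates fall short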
Target sequence (Q5AAJ8 whole entry, looked up): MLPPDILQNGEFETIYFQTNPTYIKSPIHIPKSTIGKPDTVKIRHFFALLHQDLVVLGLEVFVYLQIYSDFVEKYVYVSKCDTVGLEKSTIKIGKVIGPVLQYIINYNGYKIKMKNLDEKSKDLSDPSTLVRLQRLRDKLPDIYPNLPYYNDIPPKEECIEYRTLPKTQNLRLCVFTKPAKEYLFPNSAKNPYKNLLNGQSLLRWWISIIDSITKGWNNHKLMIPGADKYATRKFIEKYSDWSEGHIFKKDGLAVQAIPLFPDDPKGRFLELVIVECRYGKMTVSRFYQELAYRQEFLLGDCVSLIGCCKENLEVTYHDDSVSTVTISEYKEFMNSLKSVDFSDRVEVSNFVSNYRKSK
cardiac RTF act = cardiac RTF calcium sensitization. P19429+P45379. IANBD-labeled TnC RTF fluorescence at EC20 calcium; 0% EC20 calcium, 100% full calcium. activation, % at 7.2 µM. hit rate 0.24% among 340,000;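 active = activation above the mean over all tested compounds plus 3 SD, cut at about 30% in these data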;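 also: rise in fluorescence read as greater calcium sensitivity of cardiac thin filaments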
CAL PDZ FP-2 = blocks peptide binding to human CAL PDZ domain. inhibition, % at 20 µM. hit rate 0.02% among 330,000. purified CAL PDZ, TMR-peptide fluorescence polarization, 1 h. Q9HD26. AID 504414;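 active = highest replicate inhibition of at least 40%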;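 also: plate controls were DMSO neutral control wells for no effect and unlabeled competitor peptide control wells for full effect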
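material = purified tagged CAL PDZ domain construct (CerCALP) | compound dosing = 20 µM, one dose | times = 1 h at RT | measured by = fluorescence polarization from S- and P-plane intensities, G-factor corrected | read-out = inhibition from polarization loss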
An asterisk follows results filed as active; u = inconclusive; x = no result given.

Each structure is followed by: cardiac RTF act	CDK5 p35 inh	Tat transport	CAL PDZ FP-1	MITF act	dFosB act	CAL PDZ FP-2	V-ATPase pH	Wnt bcat act	Rtt109 Vps75
O=C(N/N=C/c1c[nH]c2ccc(Br)cc12)c1ccn(Cc2ccc(Cl)cc2Cl)n1
    -1	0.8	3	1	-8	-4	0.4	-2	x	2
COc1cc(C2SCC(=O)N2CCCN(C)C)cc(OC)c1OC (stereo unspecified)
    -1	-1.3	1	-2	9	2	-0.5	4	x	-6
CCOC(=O)N1CCC(N2Cc3cccc(C(=O)Nc4ccc(OC)c(OC)c4)c3C2=O)CC1
    -3	1.9	4	-2	3	-5	1.8	-4	1	12
COc1ccc(N(CC(=O)NC2CCCCC2)C(=O)CNC(=O)c2ccco2)c(OC)c1
    5	0.3	0	1	x	-2	-0.7	3	-4	10
COC(CNc1ccc([N+](=O)[O-])c(NCC(OC)OC)c1C#N)OC
    4	-9.2	12	x	x	2	-0.4	0	5	-4
Cc1ccc(CNC(=O)Cn2cnc3c(NC(=O)OCc4ccccc4)ncnc32)o1
    5	1.7	7	-6	20	5	-0.2	-1	2	1
COc1ccc(CNC(=O)C2CCCN(S(=O)(=O)c3ccc4c(c3)CCCN4C(C)=O)C2)cc1 (stereo unspecified)
    6	-0.4	5	-3	-13	-6	-3.1	2	-1	-5
CCCC(CCC)n1[nH]c(=O)c2c(C)cc(C)nc21
    1	0.3	-5	0	6	-5	0.5	2	x	0
O=C1C2C3C=CC(C3)C2C(=O)N1c1ccc2ccccc2c1 (stereo unspecified)
    4	-1.4	17	-3	3	-7	-0.8	2	0	-4
COC(=O)NNC(=O)Cc1cccc2ccccc12
    5	1.4	18	18	-6	2	-0.8	0	0	0
CCS(=O)(=O)N1CCC(NC(=O)C2CCCCC2)CC1
    13	0.1	0	-3	x	-2	0.1	-8	-7	-16
CSc1nc2ccccc2n1CC(=O)Nc1c(C)n(C)n(-c2ccccc2)c1=O
    -6	-0.7	2	-2	16	4	-2.5	-2	x	-27
O=C(NC1CCS(=O)(=O)C1)c1cccc(S(=O)(=O)N2CCCC2)c1 (stereo unspecified)
    1	-1.0	-1	-3	9	3	0.5	-1	-1	0
COc1ccc(C(=O)NCc2nnc(SCC(=O)Nc3nnc(C)s3)o2)cc1OC
    1	-0.4	-2	5	15	-3	0.8	-2	1	-6
CCc1c(C#N)c(SCCC(=O)Nc2ccc(OC)cc2)nc2c1C(=O)CC(C)(C)C2
    -1	0.2	13	-2	-8	-2	-1.5	3	x	23
Cc1cccc(C(C)C)c1NC(=O)CSc1ncnc2[nH]ncc12
    -3	1.6	-6	-1	2	0	0.3	0	-2	2
CN(CC(=O)Nc1ccccc1Br)C(=O)C(Cc1ccccc1)NC(=O)c1ccccc1 (stereo unspecified)
    -1	0.0	5	-2	-9	-12	-0.9	2	1	5
Cc1nc2nc(SCC(=O)Nc3cccc(F)c3)[nH]c2cc1Br
    6	1.5	13	-3	-11	u	-2.7	3	1	1
CC(=O)NC1=NN(C(C)=O)C(C)(CS(=O)(=O)c2ccc(Cl)cc2)S1 (stereo unspecified)
    1	-2.4	-5	0	-5	8	-1.9	3	x	-4
CC(=O)c1cnn(-c2ccccc2)c1C
    7	0.1	5	-2	-2	-1	0.5	0	-1	-1
COc1cc(/C=N/NC(=O)NC23CC4CC(CC(C4)C2)C3)ccc1OCC(N)=O
    -7	0.7	6	-1	3	-19	-0.7	4	-2	1
O=C(c1ccnc(Cl)c1)N1CCCC(Nc2ccc(F)cc2)C1 (stereo unspecified)
    -2	1.2	-7	-1	8	7	-1.0	1	1	2
CN(C(=O)c1cccc(NC(=O)Cc2ccc(NC(=O)C3CCN(C(=O)C4CCCC4)CC3)cc2)c1)C1CC1
    -3	-0.6	-8	1	4	-6	-0.8	0	-1	10
Cc1ccc2cc(C3CC(c4ccco4)=NN3S(=O)(=O)c3ccccc3)c(Cl)nc2c1 (stereo unspecified)
    -6	0.8	-1	7	-15	-7	0.4	-2	-7	7
O=C(OCC(=O)c1cccs1)c1ccccc1
    -1	-0.1	3	2	25	-2	0.9	0	0	-2
CN(C#N)c1nc(N2CCOCC2)nc(N2CCOCC2)n1
    0	-1.4	-8	-1	10	2	-2.0	-1	x	12
COc1ccc(CCNC(=O)CCCCCN2C(=O)[C@@H]3Cc4ccccc4CN3C2=O)cc1OC
    -5	-0.2	7	-6	0	-9	-0.8	-1	2	1
O=C(/C=C/c1ccco1)OCC(=O)c1cccc([N+](=O)[O-])c1
    -4	-7.5	6	-1	9	-7	-3.5	-1	0	5
Cn1cc(-c2nnnn2-c2cccc(C(F)(F)F)c2)c(C(F)(F)F)n1
    -1	0.5	4	-1	0	-3	1.0	4	-1	15
O=C(Nc1nc2ccccc2s1)C1CC(=O)N(c2ccc(F)cc2)C1 (stereo unspecified)
    0	0.8	-8	-4	-14	-9	-1.7	-7	-2	17
COc1cccc(-c2cc(C(=O)NCc3ccc(Cl)cc3)no2)c1
    -5	1.7	0	x	0	10	-1.8	0	x	-6
COc1ccc(CN2CCNC(=O)C2CC(=O)N2CCCCO2)c(OC)c1 (stereo unspecified)
    -3	-0.3	-5	-3	-11	-1	-2.5	-1	-1	-2
CC1(C)COC(Cn2c3ccccc3c3ccccc32)O1 (stereo unspecified)
    0	-2.5	-2	1	-7	0	0.1	-2	1	-9
Cc1c(CCC(=O)O)c(=O)oc2cc3occ(-c4ccccc4)c3cc12
    5	3.2	5	-8	-6	-27	-3.7	-1	0	5
COc1ccccc1CCC(=O)OCC(=O)N1CCN(S(=O)(=O)c2ccc(C)cc2C)CC1
    -5	2.1	9	-12	-6	-5	-3.1	-2	-5	-5
CCN1CCN(C(=O)NC2CC(=O)N(c3ccc(OC)cc3)C2)CC1 (stereo unspecified)
    2	-3.3	1	-3	1	-8	-2.6	5	-1	-5
Cc1oc(/N=C/c2ccc(Cl)cc2)c(C#N)c1C
    6	0.8	-2	-6	-10	-2	x	-1	-1	-1
COc1ccc(OC)c(/C=C/C(=O)Nc2cccc(S(=O)(=O)NC3=NCCCCC3)c2)c1
    1	1.4	4	-4	x	-3	-7.4	1	-4	1
CCN(c1ccccc1)S(=O)(=O)c1ccc(Oc2ccc([N+](=O)[O-])cc2)nc1
    -1	1.0	8	-5	3	-2	-2.2	3	1	3
O=C(CSc1n[nH]c(-c2ccccn2)n1)Nc1cccc(Cl)c1
    -2	-1.3	-14	-6	-32	-9	-0.9	-2	-4	23
CN1CCN(C(=O)CSc2ccc(C(F)(F)F)cc2[N+](=O)[O-])CC1
    14	-1.3	6	-2	16	-10	-0.3	0	-8	-3
Cc1ccc(CNC(=O)[C@H](C)[C@H]2C[C@]2(C)[C@H](NC(=O)OCc2ccccc2)c2ccccc2)o1
    -3	1.2	-7	-3	-7	6	-0.7	-1	x	-2
C/C=C(\C)C(=O)NCCN1C2=NC[C@@H](Cc3ccccc3)N2C[C@H]1Cc1ccc(O)cc1
    1	0.4	-2	-1	x	-3	-0.4	-1	-1	4
CCC(=O)c1ccc(OCC(=O)Nc2ccc(N3CCOCC3)cc2N2CCOCC2)cc1
    0	-1.0	5	-1	9	-5	-0.6	1	0	-13
C/C(=N\NC(=O)c1cccnc1)c1ccccc1
    -5	2.4	-13	-2	x	-3	0.3	3	0	0
O=C(NCCN1C(=O)S/C(=C\c2ccccc2Cl)C1=O)C1=COCCO1
    0	-2.5	4	-1	22	-8	-2.7	0	-4	-2
Cc1ccc(NC(=O)CN(C)C(=O)c2cccc(Br)c2)cc1
    8	1.1	1	-7	7	-3	-0.2	0	-2	-4
O=S1(=O)N=C2CCCCCN2C(c2ccc(Br)cc2)N1 (stereo unspecified)
    3	2.0	5	x	4	1	-0.3	-3	-1	4
O=C(NCc1n[nH]c(=S)n1Cc1ccccc1)c1ccccc1
    4	0.5	-6	x	-6	-3	-0.8	2	-1	4
COCCCNC(=O)Cc1c(C)c2cc3c(cc2oc1=O)OC(C)(C)CC3
    -3	-0.2	-1	0	-5	-10	-0.4	1	1	-7
Cc1ccc(N2CCN(C(=O)c3cccc([N+](=O)[O-])c3)CC2)cc1Cl
    4	-1.1	-5	1	-2	-8	-0.3	1	-1	1
CC(C)C(=O)Nc1cccc(C(=O)Nc2cc([N+](=O)[O-])ccc2F)c1
    5	0.1	3	-4	33	3	-1.8	-2	-6	-5
COC(=O)c1nn(-c2ccccc2)c2nnc(Cc3ccc(C)cc3)c(=O)n12
    -1	-2.0	0	0	-8	-5	-0.7	-2	3	4
CCc1ccc(C2CC(c3ccc(Cl)cc3)n3nc(N)nc3N2)cc1 (stereo unspecified)
    1	0.4	1	x	7	-4	0.2	2	-2	2
CSCCC(NC(N)=O)C(=O)Nc1cccc(S(=O)(=O)N2CCOCC2)c1 (stereo unspecified)
    2	0.7	-3	4	1	-1	-0.8	0	8	6
Nc1n[nH]c2c1C1(CCCCC1)Cc1ccccc1-2
    -8	0.5	-3	-1	-2	-7	-2.3	-1	-5	-1
c1ccc(CN2CCC(Nc3nc(-c4cccs4)nc4ccccc34)CC2)cc1
    4	-2.3	18	x	-16	0	-1.9	-2	-7	14
O=C(CCN1C(=O)COc2ccccc21)NCCN1CCN(c2cccc(Cl)c2)CC1
    -4	-0.1	-10	0	1	-5	-1.0	-1	x	-1
COc1ccc(C(=O)COC(=O)CNS(=O)(=O)c2ccc(C)cc2)cc1
    0	-0.2	-1	0	2	0	-1.9	-5	-2	-4
NS(=O)(=O)c1ccc(CCNC(=O)C2CCN(S(=O)(=O)c3cnc[nH]3)CC2)cc1
    3	0.5	-9	-2	4	-8	-0.1	-1	-1	2

The list continues:
Each structure is followed by: cardiac RTF act	CDK5 p35 inh	Tat transport	CAL PDZ FP-1	MITF act	dFosB act	CAL PDZ FP-2	V-ATPase pH	Wnt bcat act	Rtt109 Vps75
CCCCCCCCC[n+]1cccc2c3ccccc3ccc21
    0	0.6	-12	-5	-93	3	-1.3	-6	x	8
Cc1ccc(C(=O)COC(=O)C(C)N2C(=O)C3C4CCC(C4)C3C2=O)cc1C (stereo unspecified)
    -4	-0.6	-3	1	-3	-2	-2.2	2	3	21
CCN1C(N(C)CCc2c[nH]c3ccccc23)=N[C@@H](c2cccc(C(F)(F)F)c2)C(C(=O)OC)=C1C
    6	-2.2	5	6	7	-1	-0.1	-2	x	8
O=C1CCCC/C=C\C[C@H](CC(=O)N(CCO)Cc2ccccc2)C(=O)NC[C@H](c2ccccc2)O1
    -5	-0.3	-1	-2	5	0	-0.4	2	-3	9
CC1CCN(C(=O)CCNS(=O)(=O)c2ccccc2)CC1
    -3	0.9	20	-4	24	-2	-0.9	-1	16	10

Screens from PubChem.
